Assay outcomes deposited in PubChem by several laboratories.
Ba/F3 V617F tox: reduced viability of JAK2V617F-dependent Ba/F3 cells, primary screen, JAK2V617F inhibitor project, cell-based, Ba/F3 EpoR-JAK2V617F, luminescence; ATP luminescence; inhibition, % at 5.6 µM; hit rate 1.1% among 220,000; AID 1446, 2008;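 active = inhibition above the campaign mean plus 3 SD over all tested compounds, cut at about 24% in these data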;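 also: cytokine-independent growth of Ba/F3 cells driven by EpoR plus mutant JAK2; 0% = DMSO-treated cells and 100% = JAK inhibitor I control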
NPY Y1 blocker: NPY-Y1 receptor antagonists, primary screen, cell-based; Neuropeptide Y receptor type 1 (Homo sapiens), P25929; HEK293-CNG Y1 cells, membrane potential fluorescence; NPY at EC95, then isoproterenol; inhibition, % at 3.6 µM; hit rate 1% among 200,000; AID 1040, 2008;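 active = inhibition above the campaign mean inhibition of all tested compounds plus 3 SD, cut at about 20% in these data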;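 also: 0% = DMSO wells given NPY plus isoproterenol and 100% = isoproterenol alone without NPY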
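Assay system: HEK293 Y1/CNG channel cell line; Doses: single compound dose of 3.6 µM, 0.4% DMSO; Timing: dye 3 h, compound 60 min room temperature, stimulation 45 min; Technique: Membrane-potential fluorescent dye readout; Measure: % inhibition of NPY effect.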
p47phox inh: p47phox/p22phox peptide binding inhibitors, primary screen, biochemical, uHTS, NADPH oxidase regulatory subunit | Neutrophil cytosol factor 1 (Homo sapiens), P14598 | fluorescence polarization, 2 h | inhibition, % at 24.7 µM | hit rate 0.53% among 220,000 | AID 1274, 2008;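 active = inhibition above about 30%, limit read from the data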;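 also: 0% = p47phox with labelled peptide and 100% = labelled peptide alone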
Target sequence (P14598 whole entry, looked up): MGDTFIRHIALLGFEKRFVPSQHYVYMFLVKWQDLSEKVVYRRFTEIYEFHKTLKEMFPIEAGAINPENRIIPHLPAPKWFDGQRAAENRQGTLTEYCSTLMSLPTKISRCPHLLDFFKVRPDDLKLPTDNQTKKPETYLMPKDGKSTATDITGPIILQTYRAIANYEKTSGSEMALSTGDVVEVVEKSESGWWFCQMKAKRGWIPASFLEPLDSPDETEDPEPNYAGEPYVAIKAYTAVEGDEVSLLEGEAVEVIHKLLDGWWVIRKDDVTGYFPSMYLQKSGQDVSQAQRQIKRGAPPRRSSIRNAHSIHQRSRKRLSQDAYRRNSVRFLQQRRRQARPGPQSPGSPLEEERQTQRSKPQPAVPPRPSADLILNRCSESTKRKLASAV
NPY-Y2 PAM-ag: NPY-Y2 potentiators or agonists, primary screen, cell-based | Neuropeptide Y receptor type 2 (Homo sapiens), P49146 | cells expressing NPY-Y2, potentiator/agonist read-out | activation, % at 3.6 µM | hit rate 0.45% among 220,000; in the data active = activation above about 27%;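 also: cells stimulated with NPY near EC25 plus isoproterenol at EC100; 0% = vehicle plus submaximal agonist and 100% = vehicle plus saturating agonist; some results beyond the cut were filed as inactive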
BaF3 parental: parental Ba/F3 cell viability inhibition, counter-screen for JAK2V617F inhibitor project, murine pro-B, CellTiter-Glo luminescence; CellTiter-Glo ATP luminescence; inhibition, % at 5.6 µM; hit rate 1.1% among 220,000; AID 1486, 2009;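 active = inhibition above a per-campaign cutoff, the mean inhibition of all tested compounds plus 3 SD, cut at about 27% in these data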;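 also: 0% = DMSO wells and 100% = JAK Inhibitor I control wells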
S1P4 antag: S1P4 receptor antagonists, primary screen, cell-based; hit rate 0.26% among 220,000; S1P4-expressing cells, antagonist mode, reporter read-out; AID 1510, 2009; inhibition, % at 4.98 µM; in the data active = inhibition above about 29%;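 also: 0% = wells stimulated with agonist and 100% = vehicle wells without agonist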
Target sequence (O95977 whole entry, looked up): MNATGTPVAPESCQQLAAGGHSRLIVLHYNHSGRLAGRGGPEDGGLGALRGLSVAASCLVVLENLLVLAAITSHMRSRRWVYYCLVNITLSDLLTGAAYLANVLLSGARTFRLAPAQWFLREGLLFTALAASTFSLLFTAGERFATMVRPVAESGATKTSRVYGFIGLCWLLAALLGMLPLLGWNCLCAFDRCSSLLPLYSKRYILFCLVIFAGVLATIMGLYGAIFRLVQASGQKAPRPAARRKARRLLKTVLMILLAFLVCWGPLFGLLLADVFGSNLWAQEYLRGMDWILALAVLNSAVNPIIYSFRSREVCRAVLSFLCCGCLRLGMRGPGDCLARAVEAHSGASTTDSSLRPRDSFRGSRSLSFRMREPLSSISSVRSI
S1P4 ag: S1P4 receptor agonists, primary screen, cell-based; Sphingosine 1-phosphate receptor 4 (Homo sapiens), O95977; S1P4-expressing cell line, agonist reporter assay; activation, % at 4.98 µM; hit rate 0.35% among 220,000; in the data active = activation above about 11%;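 also: 0% = DMSO vehicle and 100% = reference agonist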
CHOP inhibitor: inhibitors of CHOP promoter induction, primary screen, cell-based, unfolded protein response, luciferase reporter | CHO-K1 CHOP-promoter luciferase, tunicamycin-induced, 15-18 h | inhibition, % at 10 µM | hit rate 3.8% among 220,000;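 active = compounds that reduced the stress-induced luciferase reporter signal by more than about 70% of percent inhibition, limit read from the data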;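 also: 0% = tunicamycin plus vehicle and 100% = wells without tunicamycin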
NPY-Y1 PAM-ag: NPY-Y1 receptor potentiators or agonists, primary screen, cell-based | Neuropeptide Y receptor type 1 (Homo sapiens), P25929 | NPY-Y1 expressing cells, potentiator/agonist activation | activation, % at 3.6 µM | hit rate 0.37% among 220,000; in the data active = activation above about 33%, passing the limit was not always enough;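 also: cells stimulated with NPY at EC10 then isoproterenol at EC100; 0% = low agonist plus stimulus and 100% = saturating agonist plus stimulus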
Starred values were filed as active, the others as inactive; . = not tested or not shown.

1) N#C/C(=C/c1ccc(F)cc1)C(N)=S
2) Cc1csc(NC(=O)c2cc(=O)[nH]c3ccccc23)n1
3) CCOC(=O)C1CCCN(Cc2cc(OC)c(O)c(OC)c2)C1 (stereo not given)
4) CCOC(=O)CON1C(=O)c2ccccc2C1=O
5) Cc1cc(C)c(NC(=O)c2ccccc2CCc2ccccc2)c(C)c1
6) Cc1cc(C(=O)CN2C(=O)NC3(CCCc4ccccc43)C2=O)c(C)n1Cc1ccco1 (stereo not given)
7) CC12CCC(C(N)=O)(C1Br)C2(C)C (stereo not given)
8) Cc1cc(C)nc(/N=C(\N)Nc2ccc3c(c2)OCCO3)n1
assay / entry | 1 | 2 | 3 | 4 | 5 | 6 | 7 | 8
Ba/F3 V617F tox | 6 | -5 | 1 | 0 | -1 | -3 | 2 | -3
NPY Y1 blocker | 4 | . | 0 | 0 | 15 | 2 | -4 | 12
p47phox inh | 0 | -17 | -17 | -8 | -5 | -22 | -9 | -3
NPY-Y2 PAM-ag | -1 | 18 | 8 | -4 | -28 | 8 | -1 | 7
BaF3 parental | 11 | -3 | 13 | 1 | 1 | 1 | 8 | 3
S1P4 antag | -2 | 12 | -4 | 18 | -3 | 27 | -12 | 11
S1P4 ag | 1.7 | 1.3 | 0.6 | 2.1 | 1.7 | 1.6 | -0.3 | 1.8
CHOP inhibitor | 6 | -2 | 38 | 19 | -4 | -2 | -11 | 69
NPY-Y1 PAM-ag | 4 | 8 | 3 | 10 | -24 | 3 | -3 | 11

9) COc1ccc(OC)c(NC(=O)Nc2cccc(Cn3cccn3)c2)c1
10) C=CCOc1ccc(/C(O)=C2/C(=O)C(=O)N(CCN3CCOCC3)C2c2ccc(C)cc2)cc1 (stereo not given)
11) COCc1[nH][nH]c(=O)c1C=Nc1ccc(Oc2ccccc2)cc1
12) Cc1ccc(C)c(C(=O)N(C)CC(=O)Nc2ccccc2C(F)(F)F)c1
13) C[N+]1(C2CCC3CCCC2C3O)CCCC1 (stereo not given)
14) COc1ccc2cc(-c3[nH]ncc3CN3CCCN(c4ccccc4)CC3)ccc2c1
15) COc1ccc(CNC(=O)c2cnc3n(c2=O)CCS3)cc1
16) COc1ccc(Nc2nc(N)nc(CN3CCN(c4ccccn4)CC3)n2)cc1
assay / entry | 9 | 10 | 11 | 12 | 13 | 14 | 15 | 16
Ba/F3 V617F tox | -3 | 1 | -1 | 0 | 2 | -2 | -2 | 1
NPY Y1 blocker | -1 | 3 | 12 | 1 | 2 | 4 | -4 | 3
p47phox inh | -34 | -14 | -12 | 4 | -1 | -5 | -1 | -6
NPY-Y2 PAM-ag | 10 | -12 | 6 | 6 | 4 | -9 | -8 | -3
BaF3 parental | 4 | 4 | 3 | 7 | 4 | 0 | 0 | 1
S1P4 antag | 4 | 5 | -13 | 2 | -9 | -1 | 5 | -83
S1P4 ag | 2.2 | -0.5 | 1.8 | 2.1 | 0.3 | 0.3 | 0.3 | 0.5
CHOP inhibitor | 14 | 44 | 28 | 27 | 9 | 23 | 11 | 19
NPY-Y1 PAM-ag | 21 | 25 | -4 | 12 | -5 | -9 | -21 | 20

17) CCCCCNC(=O)c1ccc2c(=O)n(CCCOCC)c(=S)[nH]c2c1
18) CC(C)CNC(=S)Nc1ccc(F)cc1
19) COc1ccc(-c2noc(=O)n2Cc2cc(C)ccc2C)cc1
20) COc1cc(/C=C/c2nc(N)nc(-c3ccccc3O)n2)cc(OC)c1OC
21) COc1ccc(CNC(=O)C(C#N)c2nc3ccccc3nc2N2CCCC2)cc1 (stereo not given)
22) Nc1ccccc1Nc1cc(-c2ccccc2)[nH]n1
23) CC1CCN(S(=O)(=O)c2ccc(S(=O)(=O)NCc3ccco3)cc2)CC1
24) CCn1c(=O)c([N+](=O)[O-])c(N2CCSCC2)c2ccccc21
assay / entry | 17 | 18 | 19 | 20 | 21 | 22 | 23 | 24
Ba/F3 V617F tox | 7 | 0 | -4 | -2 | -4 | 0 | -1 | -5
NPY Y1 blocker | 4 | 0 | 5 | 4 | -5 | 1 | -1 | .
p47phox inh | -2 | -13 | -5 | -44 | -47 | -5 | 11 | -13
NPY-Y2 PAM-ag | -9 | 6 | 8 | 11 | 10 | 25 | 5 | 0
BaF3 parental | 12 | 7 | 2 | 11 | -4 | 5 | 0 | 14
S1P4 antag | -11 | -12 | -24 | 1 | -11 | -11 | 0 | -15
S1P4 ag | 2.7 | 0.8 | 2.6 | 4.1 | 0.8 | 0.0 | 2.1 | -0.3
CHOP inhibitor | 25 | 17 | 19 | 96* | 49 | -163 | 1 | 37
NPY-Y1 PAM-ag | -11 | -2 | 1 | -3 | -6 | 18 | 11 | 7

25) COCCNC(=O)CSc1nc2ccccc2c(=O)n1-c1cccc(OC)c1
26) COc1ccc(-n2nnnc2/C(=C/N(C)C)C(=O)c2ccccc2)cc1
27) O=C(O)/C=C/C(=O)Nc1ccc(NC(=O)c2ccccc2)c(Cl)c1
28) CCS(=O)(=O)NCc1cn2c(C)csc2n1
29) C=CCn1c(-c2ccccc2)cc(SC)c(C#N)c1=O
30) Clc1ccc(Nc2nc3cccnc3s2)cc1
31) CC(=O)NC(=S)Nc1ccc(NC(=O)c2cccnc2)cc1
32) Cc1ccc(C)c(SCC(=O)OC/C(O)=C(\C#N)c2nc3ccccc3[nH]2)c1
assay / entry | 25 | 26 | 27 | 28 | 29 | 30 | 31 | 32
Ba/F3 V617F tox | -1 | -2 | 2 | -3 | -3 | 0 | -2 | 3
NPY Y1 blocker | 8 | . | -2 | 6 | 16 | 1 | . | 5
p47phox inh | -4 | -27 | -13 | 4 | 1 | -4 | 2 | -69
NPY-Y2 PAM-ag | -6 | -2 | 1 | 8 | 0 | -2 | -2 | -11
BaF3 parental | 1 | -3 | 9 | -3 | -1 | 5 | 0 | 2
S1P4 antag | -10 | -11 | -27 | 5 | -18 | -24 | 9 | 5
S1P4 ag | -0.4 | -1.1 | -0.7 | 0.2 | 0.5 | -1.1 | -0.2 | 0.8
CHOP inhibitor | -13 | 6 | -4 | -13 | 54 | 47 | 7 | 95*
NPY-Y1 PAM-ag | -18 | -11 | 7 | 10 | 0 | 10 | -6 | -5

33) COc1ccc(OC)c(NC(=O)c2cccnc2Sc2ccccc2)c1
34) CC(C)CC(=O)Nc1ccc(N2CCN(S(C)(=O)=O)CC2)cc1
35) CCOC(=O)c1c(NC(=O)Cn2cnc3scc(-c4ccc(C)cc4)c3c2=O)sc(C)c1C
36) Cc1ccc(-c2nc3ncccc3o2)cc1NC(=O)c1cccs1
37) Cc1ccc2c(C)nc(Nc3nc(CSc4nnnn4-c4ccccc4)cc(=O)[nH]3)nc2c1
38) CCOC(=O)c1cc(-c2ccc3c(c2)OCCO3)n[nH]1
39) COc1ccc(-c2noc(CCC(=O)Nc3ccc4c(c3)OCCO4)n2)cc1
40) CN(CC(=O)Nc1ccccc1Cl)C(=O)CSc1ncc(C(F)(F)F)cc1Cl
assay / entry | 33 | 34 | 35 | 36 | 37 | 38 | 39 | 40
Ba/F3 V617F tox | -2 | -3 | 0 | -3 | -4 | -1 | -1 | -2
NPY Y1 blocker | -3 | 4 | 1 | 1 | 3 | -5 | -3 | 0
p47phox inh | 1 | -5 | -64 | -10 | -2 | -5 | -34 | -26
NPY-Y2 PAM-ag | 2 | -2 | 5 | 3 | -9 | -13 | -17 | 5
BaF3 parental | 5 | 2 | 6 | 6 | 1 | 10 | 1 | 6
S1P4 antag | -16 | -17 | -10 | -10 | -20 | 11 | 15 | -8
S1P4 ag | -0.5 | 0.8 | 0.7 | 3.8 | 0.4 | 0.1 | -1.1 | 0.0
CHOP inhibitor | 2 | -7 | 19 | 5 | 68 | -16 | 24 | 23
NPY-Y1 PAM-ag | 5 | 5 | -13 | 3 | -20 | 6 | -2 | -1

41) CCCCN1CC(C(=O)NC2CCCCC2)CC1=O (stereo not given)
42) CCOC(=O)c1[nH]c2ccc(OC)cc2c1NC(=O)NC(C)C
43) CC(C)c1ccc2oc(-c3ccc(NC(=O)c4ncn[nH]4)cc3)nc2c1
44) COc1ccccc1OCC(=O)NNC(=O)C(=O)N1CCCC1
45) COCCn1c(SCC(=O)Nc2cc(OC)ccc2OC)nc2c(c1=O)SC(C)C2 (stereo not given)
46) Cc1cc(C)c2c(N)c(C(=O)C(C)(C)C)sc2n1
47) Cn1c(N)c(C(=O)c2cc(-c3ccccc3)nc3ccccc23)c(=O)n(C)c1=O
48) COc1ccc(-n2c(C)nc3cc(C(=O)O)ccc32)cc1
assay / entry | 41 | 42 | 43 | 44 | 45 | 46 | 47 | 48
Ba/F3 V617F tox | -5 | -4 | 2 | 0 | -3 | 0 | -3 | -4
NPY Y1 blocker | -2 | 0 | -3 | 3 | . | -6 | 5 | 0
p47phox inh | -8 | -5 | -17 | -11 | -2 | 2 | -10 | 7
NPY-Y2 PAM-ag | 8 | 0 | -4 | 12 | 11 | 10 | -10 | 12
BaF3 parental | -1 | 2 | 4 | 6 | 2 | 3 | 0 | 2
S1P4 antag | -9 | -7 | 4 | 3 | -11 | 2 | -12 | 5
S1P4 ag | -0.1 | 1.6 | 0.1 | 2.3 | 0.6 | -0.9 | -2.0 | -6.1
CHOP inhibitor | 5 | -6 | -8 | -7 | -6 | -8 | 22 | -11
NPY-Y1 PAM-ag | -2 | 26 | 16 | 7 | -1 | -6 | -16 | -4

49) Cc1cccc(NC(=S)NC2CC3CCCC(C2)N3Cc2ccco2)c1 (stereo not given)
50) CC(C)C[C@H](NC(=O)C1(c2ccccc2)CCN(C(=O)[C@H]2CSCN2C(=O)OC(C)(C)C)CC1)C(=O)O
51) O=C1NC(=O)/C(=C\c2ccc(Cl)nc2)S1
52) O=S(=O)(NCCc1ccccc1)c1cccc2nsnc12
53) Cn1c(Cn2c3ccccc3c3ccccc32)n[nH]c1=S
assay / entry | 49 | 50 | 51 | 52 | 53
Ba/F3 V617F tox | -5 | 2 | -3 | 3 | -2
NPY Y1 blocker | 6 | 1 | 4 | 8 | .
p47phox inh | -6 | -5 | -8 | -4 | -7
NPY-Y2 PAM-ag | -6 | -6 | -10 | 6 | 7
BaF3 parental | -4 | 2 | 7 | 7 | -1
S1P4 antag | 8 | -3 | -17 | -1 | 4
S1P4 ag | -2.8 | -1.8 | 3.0 | 1.8 | -0.2
CHOP inhibitor | 1 | -18 | -20 | 3 | 13
NPY-Y1 PAM-ag | -15 | -11 | 5 | -16 | -2
